SIAE inh – inhibitors of human sialic acid acetylesterase SIAE. Q9HAT2. SIAE FP-Rh probe binding, fluorescence polarization. inhibition, % at 9.66 µM. actives 0.69% (n = 370,000). AID 1053197;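 active = inhibition above a cutoff: mean of compounds within the control limits plus 3 SD of those, cut at about 17% in these data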;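 note: 0% = plate median of compound wells and 100% = probe without SIAE protein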
TDP2 absorb – TDP2 (human) inhibition, absorbance primary screen; recombinant TDP2, T5PNP hydrolysis, p-nitrophenol absorbance 415 nm; inhibition, % at 12.8 µM; actives 0.34% (n = 370,000); AID 720702;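 active = inhibition above the mean of all tested compounds plus 3 SD, set per campaign, cut at about 25% in these data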;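 note: 0% = DMSO with enzyme and 100% = buffer with substrate but no TDP2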
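Material: recombinant human TDP2; quantity: TDP2 enzyme at 120 nM final; medium: Tris-HCl pH 7.5 with MgCl2; compound: single concentration, 12.8 µM nominal, with 1% DMSO; incubation: 2 h enzyme incubation at 37 °C; signal: epi absorbance; measure: percent inhibition; benchmarks: high control without enzyme, low control DMSO plus TDP2; repeats: singlicate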
PRMT1 FP inh – PRMT1 (human) inhibition, primary screen; AID 652257; inhibition, % at 2.79 µM; recombinant PRMT1, activity-based probe fluorescence polarization; Q99873; actives 1.3% (n = 370,000);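 active = inhibition above about 21% made by adding two undisclosed values, limit read from the data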
LEDGF integ inh – blocks HIV-1 LEDGF/p75-dependent DNA integration; inhibition, % at 3.7 µM; TR-FRET IN-LEDGF/p75 DNA integration, Eu/Cy5; AID 743269; actives 0.64% (n = 370,000);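 active = inhibition above the screen-wide mean plus 3 SD, cut at about 13% in these data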;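 note: signal is the Cy5 over europium emission ratio at 671 and 618 nm; 0% = plate median of compound wells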
MBD2 DNA inh – blocks human MBD2 binding to methylated DNA. inhibition, % at 4.4 µM. AID 686964. actives 0.31% (n = 370,000). TR-FRET, MBD2 binding to methylated oligonucleotide; in the data active = inhibition above about 13%
Target sequence (Q9UBB5 whole entry, looked up): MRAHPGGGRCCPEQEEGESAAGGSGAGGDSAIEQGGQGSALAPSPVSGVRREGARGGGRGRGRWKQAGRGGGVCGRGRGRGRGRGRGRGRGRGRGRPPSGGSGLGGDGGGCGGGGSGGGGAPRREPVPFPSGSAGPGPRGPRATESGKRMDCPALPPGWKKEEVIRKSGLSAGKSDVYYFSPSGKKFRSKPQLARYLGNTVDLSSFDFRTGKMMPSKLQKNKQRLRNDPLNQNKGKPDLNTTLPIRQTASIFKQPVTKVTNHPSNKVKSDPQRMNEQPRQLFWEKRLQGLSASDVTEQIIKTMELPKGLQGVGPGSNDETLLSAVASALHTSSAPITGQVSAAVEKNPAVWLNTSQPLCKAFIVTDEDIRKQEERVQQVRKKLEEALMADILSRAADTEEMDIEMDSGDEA
UHRF1 MBD2 ctr – blocks human UHRF1 binding to methylated DNA. Q96T88. UHRF1 binding to methylated oligo, TR-FRET. inhibition, % at 4.4 µM. actives 0.75% (n = 370,000). AID 687016; in the data active = inhibition above about 21%;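 note: UHRF1 SRA domain binding a hemimethylated CpG hairpin DNA probe; 0% = median of test compound wells and 100% = reference inhibitor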
KLK7 zymogen act – proKLK7 (human) activation, primary screen; purified proKLK7, EDANS-DABCYL substrate fluorescence; 100% is mature enzyme control, 0% vehicle; activation, % at 7 µM; AID 652039; actives 0.9% (n = 370,000);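 active = activation above the mean of all tested compounds plus 3 SD, computed per campaign excluding outliers beyond control limits, cut at about 13% in these data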
DDE Tn7 FP inh – DD(E)-Tn7 binding inhibition, primary FP screen; P02675; inhibition, % at 8.3 µM; FP displacement of FITC-Tn7 peptide from fibrin DD(E); 0% = median of compound wells per plate; actives 0.13% (n = 370,000);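 active = inhibition above the mean of compounds falling within the control limits plus 3 SD of them, cut at about 14% in these data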;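 note: 0% = plate median of compound wells and 100% = 10 µM Aha-Tn7 peptide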
Target sequence (P02675 whole entry, looked up): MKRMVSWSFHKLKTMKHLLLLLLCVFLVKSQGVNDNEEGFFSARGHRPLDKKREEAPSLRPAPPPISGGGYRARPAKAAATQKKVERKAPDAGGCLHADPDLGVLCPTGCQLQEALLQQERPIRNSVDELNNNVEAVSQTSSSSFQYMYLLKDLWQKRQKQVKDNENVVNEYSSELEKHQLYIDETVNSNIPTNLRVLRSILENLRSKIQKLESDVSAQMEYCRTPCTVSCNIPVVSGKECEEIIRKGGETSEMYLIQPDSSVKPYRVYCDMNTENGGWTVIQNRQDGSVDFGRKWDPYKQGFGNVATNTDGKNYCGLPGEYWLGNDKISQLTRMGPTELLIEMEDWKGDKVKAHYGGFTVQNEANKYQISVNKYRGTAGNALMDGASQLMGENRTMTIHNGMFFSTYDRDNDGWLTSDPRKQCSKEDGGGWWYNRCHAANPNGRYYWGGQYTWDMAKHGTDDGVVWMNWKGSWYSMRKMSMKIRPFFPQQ
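Assay system: Fibrin-DD(E) protein isolated from polymerized human fibrin clots; read-out basis: percent inhibition; medium: Tris/NaCl/CaCl2 buffer, pH 7.8; signal: FP measurement; incubation: 10 min plus 3 h, room temperature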
TCR CD3 inh – blocks the human TCR-CD3 interaction | TAMRA-labeled TCR probe fluorescence, biochemical | inhibition, % at 9.4 µM | actives 0.37% (n = 360,000); in the data active = inhibition above about 19%;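 note: recombinant mutant TCR 2C K166C tagged with TAMRA read by polarization; 0% = receptor in buffer alone and 100% = receptor with positive control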
DDE Tn6 FP inh – inhibitors of Tn6 peptide binding to human fibrin DD(E) | actives 0.21% (n = 370,000) | Fibrin DD(E) TRITC-Tn6 fluorescence polarization displacement | AID 720509 | inhibition, % at 8.3 µM | P02675;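 active = inhibition above a per-campaign cutoff: mean of compounds within control limits plus 3 SD, cut at about 15% in these data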;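 note: 0% = median of all compound wells on the plate and 100% = blocking peptide control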
* = called active by the depositor.

SIAE inh	UHRF1 MBD2 ctr	KLK7 zymogen act	PRMT1 FP inh	LEDGF integ inh	TCR CD3 inh	MBD2 DNA inh	DDE Tn6 FP inh	TDP2 absorb	DDE Tn7 FP inh	mol
-6	1	0.0	-3	2	5	5	-13	-16	-4	O=C(CCN1C(=O)/C(=C/c2ccccc2F)SC1=S)N[C@@H](CO)Cc1ccccc1
6	0	-4.6	5	22*	-5	1	7	16	-1	CC(=O)N1CCN(c2ccc(NCc3cccs3)cc2)CC1
8	-6	-0.2	1	-3	6	-1	4	5	2	Cc1nn(-c2ccccc2)c2c1C(c1ccncc1)C(C#N)=C(N)O2 (centres undefined)
1	1	-2.5	5	-3	1	3	-3	4	9	COc1cc2c(cc1OC)-c1n[nH]c(=S)n1C(C)(C)C2
-6	5	0.3	6	-2	1	2	-9	-8	-2	CN(C)c1nc(SCCOC(=O)c2ccccc2)nc(N(C)C)n1
-1	-2	0.0	0	2	5	-4	1	-3	-6	O=C(CC1(O)C(=O)Nc2ccccc21)c1cccc(Br)c1 (centres undefined)
1	-2	1.4	2	5	0	0	-6	13	6	O=C(/C=C/c1ccco1)NC(=S)NNC(=O)c1ccco1
2	0	-0.2	6	-5	-6	1	5	8	1	Cc1cc(C)n2c(Nc3c(C)cccc3C)c(CC(C)C)nc2n1
4	12	-0.1	0	-2	-2	-3	-6	-4	0	CCC(C)NS(=O)(=O)c1ccc(F)c(C(=O)Nc2c(F)cc(F)cc2Br)c1 (centres undefined)
6	-4	-0.6	-2	-4	2	-7	7	-1	4	CC1(C)CC(=NO)CC(C)(C)N1
-4	-1	-0.1	-2	-3	-5	-1	3	7	8	CN(C)S(=O)(=O)N1CCC(Oc2cccc(C(=O)N3CCSCC3)c2)CC1
-3	1	-0.1	2	0	-4	6	-4	3	5	CC/C(Cc1ccccc1)=N\NC(=O)c1cc([N+](=O)[O-])cc([N+](=O)[O-])c1
-3	5	-0.4	1	2	-7	7	-8	-2	2	Cc1ccc(/C(N)=N/OC(=O)Oc2ccccc2)cc1
-1	4	0.5	1	2	-2	4	2	-12	-9	COc1cccc(/C(=N/O)C2CC2c2ccc(Cl)cc2)c1 (centres undefined)
-6	0	0.0	2	-3	1	2	2	11	2	FC(F)(F)c1ccc(Nc2nnnc3ccccc23)cc1
0	-1	-0.8	-3	-3	0	0	8	-2	0	COc1ccccc1-c1cn[nH]c1-c1ccc(O)cc1O
-13	0	-0.1	-2	3	3	-3	1	-6	-2	CC(=O)Oc1ccc(C(=O)Nc2ccc(C3(C#N)CCCC3)cc2)cc1
2	1	0.1	-2	2	-5	1	0	-9	1	CSc1ccc(OC2(C)CCN(Cc3ccc(C(C)C)cc3)C2)cc1 (centres undefined)
-4	0	-0.7	0	-3	1	-2	5	-1	5	Cn1c(SCC(=O)N2CCCc3ccccc32)nnc1-c1cccs1
-2	-2	0.3	0	-1	3	3	5	-1	0	COC(=O)Cn1nc(-c2ccccc2)c2ccccc21
5	2	14*	4	-2	-1	4	0	2	-3	Cc1ccccc1NC(=O)COC(=O)COc1ccc2ccc(=O)oc2c1
11	-4	-0.6	16	4	2	-9	-11	-12	1	N#CC1=C2N=C(N)c3c(sc4c3CCCCC4)N2C2=C(C(=O)CCC2)C1c1ccccc1 (centres undefined)
1	-3	0.2	2	0	8	-1	10	-15	2	Brc1ccc(-c2nnc(-c3cccnc3)o2)cc1
-4	0	0.5	0	2	2	1	-1	2	-5	CCCC(=O)N(Cc1cc(=O)[nH]c2ccccc12)c1ccc(OC)cc1
6	-1	-0.9	5	-5	-1	1	2	2	11	Nc1[nH]c(C(=O)c2ccc(Br)cc2)c(-c2ccc(F)cc2)c1C(=O)NCCc1c[nH]c2ccccc12
4	-1	0.1	6	1	3	2	2	-9	-10	Cc1cccc2c(=O)oc(-c3ccccc3Cl)nc12
-6	5	-1.5	7	4	4	1	-2	-8	4	N#Cc1c(C(F)(F)F)cc(-c2cccs2)nc1N1CCCCC1
-6	1	0.0	-1	-3	4	3	-2	5	2	OC(CNCc1ccccc1)(c1ccc(F)cc1)c1ccc(F)cc1
2	-3	0.7	3	0	6	-8	0	6	2	CC(C)n1c(O)c(N=NC(=O)CNC(=O)CCc2ccccc2)c2ccccc21
-1	1	0.2	4	-3	0	3	5	-3	4	CCOC(=O)C1CCN(C(=O)Cn2ncc3c([nH]c4ccccc43)c2=O)CC1
-8	0	0.9	-2	-3	4	-1	1	3	1	Cc1cccc(-n2ncc3c(NC4CCCCC4)ncnc32)c1
3	-3	-0.3	-2	6	1	-1	-4	10	4	COc1ccc(NC(=O)CSc2nc3cccnc3n2C)cc1
5	1	0.5	0	0	3	3	-8	6	0	Cc1sc2c(c1C)c(=O)nc1scc(CC(=O)O)n12
6	0	0.7	-3	0	-3	2	-9	6	3	O=C1[C@H](Cc2ccccc2)NCCCC[C@@H](c2ccco2)N1Cc1ccccc1
-1	-2	-0.3	0	0	-4	0	-3	1	-2	O=C(NCC(=O)N(c1ccc(F)cc1)C(C(=O)NC1CCCCC1)c1cccnc1)c1ccco1 (centres undefined)
-1	-1	-0.1	-2	4	0	1	5	-12	6	COc1cc2nc(C3CCC3)n(NC(=O)C3CCC3)c(=O)c2cc1OC
0	1	0.1	-5	-1	9	2	-7	4	-3	C/C(=N\Nc1ccc([N+](=O)[O-])cc1[N+](=O)[O-])C(C)C(C)C (centres undefined)
-2	2	-0.4	-2	3	-7	-1	-7	-13	6	COc1cc(CC(=O)OCC(=O)N2CCCCC2C)cc(OC)c1OC (centres undefined)
-1	-1	-0.5	1	2	-1	2	-2	17	-2	CC(=O)NN1C(=O)c2ccccc2NC1c1ccccc1O (centres undefined)
9	-1	1.2	3	12	4	-9	1	9	0	COc1cc(NCCCCC(C)N)c2nccc(C)c2c1 (centres undefined)
-5	1	-0.4	-2	-1	-1	7	-7	-2	9	COc1ccc(NC(=O)CN2CCCCC2)c([N+](=O)[O-])c1
2	-1	-0.1	2	12	2	-5	-7	12	0	Cc1cccc(OCCCCc2c(C)n[nH]c2C)c1C
-219	13	-0.3	0	4	-5	1	-12	-7	-9	O=C(Nc1cccc(S(=O)(=O)N2CCCCC2)c1)Nc1ccc(Cl)cc1Cl
-8	5	-0.2	6	-1	-1	-2	-1	-12	-1	COC(=O)c1c(C)oc(C)c1S(=O)(=O)NC(C)(C)C
7	0	-0.5	-2	1	-1	-1	-4	-3	-10	NC(=O)c1ccc(OCC2CCCO2)cc1 (centres undefined)
10	-3	-0.1	2	0	-5	-5	1	6	0	CCOc1ccccc1-c1noc(CCC(=O)Nc2cccnc2)n1
-7	3	-0.5	4	-4	4	0	3	8	0	NC(=O)N/N=C/c1cn(-c2ccccc2)nc1-c1ccccc1
3	1	-0.2	8	3	5	5	1	-1	-3	CCN(CC(=O)N1CCN(Cc2ccccc2)CC1)S(=O)(=O)c1ccc(F)cc1
4	-3	0.2	-3	1	2	3	3	8	-2	COc1ccccc1N/C=C/C(=C(C#N)C#N)N(C)C

For convenience, some entries already given.
SIAE inh	UHRF1 MBD2 ctr	KLK7 zymogen act	PRMT1 FP inh	LEDGF integ inh	TCR CD3 inh	MBD2 DNA inh	DDE Tn6 FP inh	TDP2 absorb	DDE Tn7 FP inh	mol
-2	2	-0.4	-2	3	-7	-1	-7	-13	6	COc1cc(CC(=O)OCC(=O)N2CCCCC2C)cc(OC)c1OC (centres undefined)
-1	-1	-0.5	1	2	-1	2	-2	17	-2	CC(=O)NN1C(=O)c2ccccc2NC1c1ccccc1O (centres undefined)
9	-1	1.2	3	12	4	-9	1	9	0	COc1cc(NCCCCC(C)N)c2nccc(C)c2c1 (centres undefined)
-5	1	-0.4	-2	-1	-1	7	-7	-2	9	COc1ccc(NC(=O)CN2CCCCC2)c([N+](=O)[O-])c1
2	-1	-0.1	2	12	2	-5	-7	12	0	Cc1cccc(OCCCCc2c(C)n[nH]c2C)c1C
-219	13	-0.3	0	4	-5	1	-12	-7	-9	O=C(Nc1cccc(S(=O)(=O)N2CCCCC2)c1)Nc1ccc(Cl)cc1Cl
-8	5	-0.2	6	-1	-1	-2	-1	-12	-1	COC(=O)c1c(C)oc(C)c1S(=O)(=O)NC(C)(C)C
7	0	-0.5	-2	1	-1	-1	-4	-3	-10	NC(=O)c1ccc(OCC2CCCO2)cc1 (centres undefined)
10	-3	-0.1	2	0	-5	-5	1	6	0	CCOc1ccccc1-c1noc(CCC(=O)Nc2cccnc2)n1
-7	3	-0.5	4	-4	4	0	3	8	0	NC(=O)N/N=C/c1cn(-c2ccccc2)nc1-c1ccccc1
3	1	-0.2	8	3	5	5	1	-1	-3	CCN(CC(=O)N1CCN(Cc2ccccc2)CC1)S(=O)(=O)c1ccc(F)cc1
4	-3	0.2	-3	1	2	3	3	8	-2	COc1ccccc1N/C=C/C(=C(C#N)C#N)N(C)C

Bioassay records (PubChem)
